# Screens as filed in PubChem BioAssay.
# Nox1 inhibitor: inhibitors of human NADPH oxidase 1 (Nox1) | inhibition, % at 6.7 µM | 16,000 compounds, 0.81% hits | Q9Y5S8 | HT29 cells, luminol chemiluminescence ROS
# Target sequence (Q9Y5S8 whole entry, looked up): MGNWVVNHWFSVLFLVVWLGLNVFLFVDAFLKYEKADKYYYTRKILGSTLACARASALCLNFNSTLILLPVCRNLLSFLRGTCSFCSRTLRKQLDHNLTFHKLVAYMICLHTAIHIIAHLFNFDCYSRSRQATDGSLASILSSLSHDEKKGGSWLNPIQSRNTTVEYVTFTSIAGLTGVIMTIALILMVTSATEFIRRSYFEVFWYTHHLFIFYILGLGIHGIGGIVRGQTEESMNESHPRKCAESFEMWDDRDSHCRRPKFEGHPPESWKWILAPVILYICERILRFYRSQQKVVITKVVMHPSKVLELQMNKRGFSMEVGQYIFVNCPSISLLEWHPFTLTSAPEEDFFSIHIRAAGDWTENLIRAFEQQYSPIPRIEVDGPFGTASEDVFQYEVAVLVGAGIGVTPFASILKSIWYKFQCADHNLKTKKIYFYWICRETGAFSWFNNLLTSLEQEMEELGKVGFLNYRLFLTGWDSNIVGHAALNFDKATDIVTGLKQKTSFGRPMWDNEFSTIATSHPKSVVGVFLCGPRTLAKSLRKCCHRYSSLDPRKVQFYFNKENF
# NOTCH agonist: agonists of NOTCH signaling | activation, % at 2.5 µM | NOTCH signaling luciferase reporter cells, luminescence | 15,000 compounds, 0.4% hits; in the data active = activation above about 2.2%
# TLR4 MyD88 blk: inhibitors of human TLR4-MyD88 binding; Toll-like receptor 4 (Homo sapiens), O00206; Cell-based TLR4-MyD88 binding inhibition assay; inhibition, % at 10 µM; 16,000 compounds, 0.06% hits; AID 811, 2007; in the data active = inhibition above about 45%
# Luminol counter: counter-screen for Nox1 inhibitors: inhibitors of luminol chemiluminescence; inhibition, % at 6.7 µM; 16,000 compounds, 0.4% hits; HRP/luminol/H2O2 chemiluminescence counterscreen; note: reference of the scale not given here
# rat GALR2 agon: agonists of rat galanin receptor 2 (GALR2); Galanin receptor type 2 (Rattus norvegicus), O08726; cell-based GALR2 agonist screen; activation, % at 10 µM; 16,000 compounds, 0.5% hits; in the data active = activation above about 15%
# PME-1 Maybr inh: inhibitors of human PME-1 in Maybridge library; Protein phosphatase methylesterase 1 (Homo sapiens), Q9Y570; recombinant PME-1, FP-Rh probe fluorescence polarization; inhibition, % at 9 µM; 16,000 compounds, 0.5% hits; AID 2291, 2010; in the data active = inhibition above about 30%
# Target sequence (Q9Y570 whole entry, looked up): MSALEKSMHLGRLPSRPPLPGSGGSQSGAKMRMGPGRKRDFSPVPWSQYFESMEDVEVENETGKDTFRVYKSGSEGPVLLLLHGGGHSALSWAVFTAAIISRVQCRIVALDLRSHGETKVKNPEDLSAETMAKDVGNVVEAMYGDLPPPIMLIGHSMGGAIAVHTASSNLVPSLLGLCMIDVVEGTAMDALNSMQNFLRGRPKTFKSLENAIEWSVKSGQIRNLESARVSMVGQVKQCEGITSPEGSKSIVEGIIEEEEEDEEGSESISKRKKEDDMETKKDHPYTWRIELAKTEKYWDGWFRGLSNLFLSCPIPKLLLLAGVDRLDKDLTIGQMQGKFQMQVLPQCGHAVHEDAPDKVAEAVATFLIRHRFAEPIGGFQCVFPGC
# S1P1 ag: activates the human S1P1 receptor; 16,000 compounds, 1.5% hits; S1P1 agonist cell-based reporter assay; activation, % at 4.5 µM; Sphingosine 1-phosphate receptor 1 (Homo sapiens), P21453; in the data active = activation above about 80%
# KOR antag MB: antagonists of human kappa opioid receptor OPRK1, Maybridge library | OPRK1 cells, antagonist mode, fluorescence readout | inhibition, % at 9 µM | 16,000 compounds, 0.4% hits; in the data active = inhibition above about 50%
# An asterisk follows results filed as active; . = not tested or not shown. Cut-off read from the data, not from the text of the source, unless noted: active = inhibition above about 75%; inactive = the rest.
SMILES	Nox1 inhibitor	NOTCH agonist	TLR4 MyD88 blk	Luminol counter	rat GALR2 agon	PME-1 Maybr inh	S1P1 ag	KOR antag MB
N#CC1(c2ccccc2)N=C2C=CC=CN2N=C1c1ccccc1 (stereo not drawn)	-9	-0.3	6	3	-7	-3	6	19
C=CCn1c(N)c(C(N)=O)sc1=S	-10	-0.2	-9	6	-7	0	2	2
CC(=O)C(Sc1ncccn1)C(C)=O	-54	-0.4	-5	-2	-6	2	-1	-21
S=c1[nH]nc2ccccn12	-1	-1.1	6	-2	-6	-2	-3	24
COc1ccc2c(c1)CCC/C2=N\N=C(/N)SC	-32	-0.4	-10	1	-7	-1	-17	4
CCCCCC[n+]1ccccc1/C=C\c1cccs1	15	-0.8	-12	0	-7	-2	-20	-9
O=C(O)CC(CC(=O)NCC(O)c1ccccc1)c1ccccc1 (stereo not drawn)	-4	-0.3	2	-7	-6	6	17	8
O=C1c2ccccc2C(=O)c2c(NCCc3ccc(O)cc3)ccc(NCCc3ccc(O)cc3)c21	73	-6.0	-6	-38	-6	17	-36	16
O=C(NC(=S)NCCc1ccccn1)c1ccccc1	-65	-0.1	1	2	0	0	-21	5
Cc1nn(C)c2sc(C(=O)NN)cc12	-10	-0.2	0	6	-5	-1	-5	3
Cc1nn(C)c(C(=O)O/N=C(\N)c2ccc([N+](=O)[O-])o2)c1[N+](=O)[O-]	-25	-0.7	-19	-9	-7	9	-12	5
CCOC(=O)N1CCC(N/C=C(\C#N)S(=O)(=O)C(C)C)CC1	-35	-0.7	8	3	-7	-3	9	8

# Additional structures follow.
SMILES	Nox1 inhibitor	NOTCH agonist	TLR4 MyD88 blk	Luminol counter	rat GALR2 agon	PME-1 Maybr inh	S1P1 ag	KOR antag MB
N#CC1c2ccccc2C=CN1C(=O)c1ccccc1 (stereo not drawn)	-10	-0.2	-2	-4	-8	5	-19	2
Cc1nn(-c2ccccc2)nc1C(=O)NNC(=O)CSCc1cccc2ccccc12	-45	-0.4	1	3	-8	-6	89*	-4
COC(=S)SC/C(=N\O)c1ccc([N+](=O)[O-])cc1	24	-1.6	2	-3	-8	2	2	22
Cc1cc(=O)[nH]c(N2CCOCC2)n1	-56	0.0	-7	3	-4	-2	0	13
CC(=O)/C(C#N)=C(\N)SCc1csc(-c2ccc(Cl)cc2)n1	30	-1.0	-16	-10	-8	6	-8	-3
O=C(O)c1ccccc1C(=O)N1CCN(Cc2ccncc2)CC1	-50	-0.7	1	0	-5	3	5	4
CSc1nsc(SC)c1C(=O)NC(=O)OCc1ccccc1	-23	-0.8	-14	3	-7	0	-6	-9
O=C(NCc1c(Cl)cccc1Oc1ccccc1)c1ccccc1	-63	-0.7	.	4	-9	1	-4	17
NNC(=O)Cc1ccccc1	14	-0.4	-8	-3	-4	3	-3	6
Cc1cc(C(=O)Nc2ccccc2N2CCCCC2)c(C)o1	20	-0.4	-16	-6	-8	6	-10	20
CC(=O)Nc1cc(C)c(NS(=O)(=O)c2ccc(C)cc2)c(C)c1	-5	0.7	-8	-1	-6	2	-8	2
COC(=O)CSC1CS(=O)(=O)c2cc([N+](=O)[O-])ccc21 (stereo not drawn)	2	-0.2	2	-5	-1	3	-13	-2

# (listing goes on)
SMILES	Nox1 inhibitor	NOTCH agonist	TLR4 MyD88 blk	Luminol counter	rat GALR2 agon	PME-1 Maybr inh	S1P1 ag	KOR antag MB
CS(=O)(=O)Cc1noc(-c2cc(C(F)(F)F)cc(C(F)(F)F)c2)n1	22	-0.4	-7	-5	-6	3	-13	1
O=c1[nH]cnc2cc(Cl)ccc12	-10	-0.2	7	-2	-3	1	-8	-4
COC(=O)c1noc(C)c1C(=O)/C=C/N1CCCCC1	-12	-0.1	8	-2	-4	4	-3	0
CC(C)(C)NC(=S)N/N=C/C=N/NC(=S)NC(C)(C)C	-3	0.5	-8	6	-9	-1	-2	-1
Cc1nnsc1C(=O)Nc1ccccc1SCc1noc(-c2cccs2)n1	-21	-0.7	-12	2	-8	1	-6	8
Cc1ccc2oc(=O)cc(CN3CCOCC3)c2c1	-33	-0.1	5	3	-8	-1	7	11
O=c1o[nH]c(-c2ccccc2)c1N=Nc1c(F)cccc1Cl	36	0.1	4	-2	-1	7	31	5
O/N=C1\CCSc2ccc(F)cc21	4	-0.4	-9	-1	-6	3	-5	10
O=C1CSC(=Nc2ccc(Cl)cc2)N1Cc1cccnc1	2	0.1	-3	3	-4	-1	-5	10
CC1(C)CCC[C@@]2(C)C1CC[C@@]1(C)OCC[C@@H]12 (stereo partly drawn)	-71	-0.8	5	0	-6	-1	7	-13
Cn1cnc(S(=O)(=O)NCCN2CCNC2=O)c1	-27	-0.3	13	2	-11	9	10	2
CC(=O)c1csc(CS(=O)(=O)Cc2cccc(C(F)(F)F)c2)n1	11	-0.8	-8	-6	-5	2	4	-9

# The closing five records of the section above are carried over, then new ones follow:
SMILES	Nox1 inhibitor	NOTCH agonist	TLR4 MyD88 blk	Luminol counter	rat GALR2 agon	PME-1 Maybr inh	S1P1 ag	KOR antag MB
O/N=C1\CCSc2ccc(F)cc21	4	-0.4	-9	-1	-6	3	-5	10
O=C1CSC(=Nc2ccc(Cl)cc2)N1Cc1cccnc1	2	0.1	-3	3	-4	-1	-5	10
CC1(C)CCC[C@@]2(C)C1CC[C@@]1(C)OCC[C@@H]12 (stereo partly drawn)	-71	-0.8	5	0	-6	-1	7	-13
Cn1cnc(S(=O)(=O)NCCN2CCNC2=O)c1	-27	-0.3	13	2	-11	9	10	2
CC(=O)c1csc(CS(=O)(=O)Cc2cccc(C(F)(F)F)c2)n1	11	-0.8	-8	-6	-5	2	4	-9
CC(C)NC(=O)NNc1c(Cl)cncc1Cl	-48	.	1	-1	-9	-3	8	5
Cc1ccc(S(=O)(=O)NNC2CS(=O)(=O)c3ccccc32)cc1 (stereo not drawn)	-28	.	-10	4	-7	9	-17	2
Cc1nnsc1-c1n[nH]c(=S)n1C1CC1	12	-0.1	-2	99*	-5	5	-13	11
N#C/C(=C\c1cccs1)C(=O)N1CCOCC1	-55	.	4	2	-7	-1	100*	12
COc1ccc(S(=O)(=O)N2CCCN(c3c(Cl)cncc3Cl)CC2)cc1OC	6	-0.2	-9	3	-7	11	16	-7
CCN(C(=O)c1ccccc1)c1cccc2ccccc12	-8	-0.1	-4	-1	-4	5	-11	2
CC(=O)N1CCC(C(=O)NCc2c(-c3ccccc3)noc2C)CC1	17	-5.1	-3	-7	-5	3	-2	6
O=S(=O)(c1ccccc1)N1CCN(c2ncnc3sccc23)CC1	39	-1.0	-7	-6	-11	17	92*	-10
CNC(=O)NC(=O)CSc1n[nH]c(-c2ccncc2)n1	-17	-0.7	-1	0	-8	2	-6	-1
O=C(Nc1ccccc1C(=O)NCCCn1ccnc1)c1ccc([N+](=O)[O-])o1	-28	-1.5	-39	2	-8	1	-12	5
CC(C)S(=O)(=O)/C(C#N)=C/NN1CCOCC1	39	-0.3	-4	41	-9	-4	7	17
COCn1nnc2ccccc21	-3	-0.8	14	0	-11	0	1	0

# The results go on:
SMILES	Nox1 inhibitor	NOTCH agonist	TLR4 MyD88 blk	Luminol counter	rat GALR2 agon	PME-1 Maybr inh	S1P1 ag	KOR antag MB
O=C(NCc1cc(F)cc2c1OCOC2)c1cc(-c2ccc(Cl)cc2)oc1C(F)(F)F	-14	0.4	2	2	-11	0	-8	-26
Cc1cc(NS(=O)(=O)c2ccc(NC(=O)c3ccc4nccnc4c3)cc2)no1	10	-0.6	-15	-4	-6	3	-2	16
CSc1sc(C(=O)c2cccc([N+](=O)[O-])c2)c2c1C(=O)CC(C)(C)C2	-20	-0.2	3	-1	-6	3	-1	-33
O=C(CSc1nc2ccccc2[nH]1)N1CCc2ccccc21	-45	-0.6	7	3	-5	-5	3	-6
Cn1nc(CC#N)c(C#N)c1N	-16	-0.4	1	2	-4	1	-2	-2
Cc1ccc(-n2nnnc2-c2cn[nH]c2-c2ccccc2F)cc1	-45	-0.7	-34	0	-3	1	-7	9
Cn1cc(Br)c(NC(=O)CSc2cc(C(F)(F)F)cc(C(F)(F)F)c2)n1	12	-0.6	5	-4	0	5	7	-1
CC1(C)CCC(C)(C)NC(SCc2cccc(C(F)(F)F)c2)=N1	-14	-0.7	-7	-7	-6	6	-8	-8
CCOC(=O)/C(C#N)=C/Nc1ccccc1C(=O)NCCc1ccc(Cl)cc1	2	0.6	4	-1	-6	-2	-5	-2
Cc1nn(C)c(NC(=O)c2ccccc2)c1Br	21	0.1	-1	-5	2	7	-13	3
O=c1ccc(-c2ccncc2)n[nH]1	-46	-0.9	-3	-3	23*	4	-9	-4
N#CC(C(=O)c1cccc(C(F)(F)F)c1)=C1SCCCCS1	-21	-0.6	-6	2	-8	-5	4	-6

# (next part)
SMILES	Nox1 inhibitor	NOTCH agonist	TLR4 MyD88 blk	Luminol counter	rat GALR2 agon	PME-1 Maybr inh	S1P1 ag	KOR antag MB
COCCOc1ccc(NC(=S)N2CCOCC2)cc1	-53	0.3	8	-32	-3	-1	-16	4
NC(=S)N/N=C/c1ccc([N+](=O)[O-])s1	16	-0.8	3	21	-3	11	11	12
O=C(NC1(O)C(=O)c2ccccc2C1=O)c1ccc(-c2csnn2)cc1	11	-0.2	6	-5	-3	17	11	19
OC(CNCc1cccs1)c1ccccc1 (stereo not drawn)	9	0.0	-4	-5	-5	4	-2	0
O=C(Oc1cccc(C(F)(F)F)c1)c1cnn2c(C(F)(F)F)cc(C(F)(F)F)nc12	1	-0.7	-1	0	-4	6	-11	-22
Oc1c(Cl)cc(Cl)cc1C=Nc1ccc2n[nH]nc2c1	-97	-0.2	9	0	0	2	-10	-2
Cc1sc(NC(=O)CN2CCc3ccccc32)c(C#N)c1C	7	-0.1	2	0	-7	-1	5	21
CC1=C(C)CC(C(=O)NCc2ccccn2)C(C(=O)O)C1 (stereo not drawn)	-3	-0.8	-9	-3	-5	3	-7	24
CCOC(=O)C(NCCc1ccc(OC)c(OC)c1)(NC(=O)c1ccco1)C(F)(F)F (stereo not drawn)	-29	-1.4	2	3	-9	-4	-3	-5
CC(C)(C)c1cc(C2=NNC(O)(C(F)(F)F)C2)c2c(c1)C(C)(C)CC2 (stereo not drawn)	18	0.2	-15	-5	-11	5	-23	24
S=c1[nH]nc2c(-c3ccccc3)c(-c3ccccc3)c(-c3ccccc3)nn12	5	0.1	-1	-2	-5	0	-8	11
NC(=S)COc1ccc(Cl)cc1	-22	0.9	3	5	3	2	-2	-15

# Further structures.
SMILES	Nox1 inhibitor	NOTCH agonist	TLR4 MyD88 blk	Luminol counter	rat GALR2 agon	PME-1 Maybr inh	S1P1 ag	KOR antag MB
Cc1cc(C(=O)N2CCN(C(c3ccccc3)c3ccccc3)CC2)nn1C	-9	-0.6	5	-5	-3	2	43	-15
Cc1ccc(S(=O)(=O)NNC(=O)CCc2nc(-c3ccc(Cl)cc3)no2)cc1	24	0.6	2	12	-3	-2	11	-6
Cc1cc(CN2CCS(=O)(=O)CC2)no1	-6	-0.3	-8	-5	-4	5	-6	12
O=C(/C=C/C(=O)Nc1cc(Cl)cc(Cl)c1)Nc1cc(Cl)cc(Cl)c1	-17	-0.5	-6	1	-3	-45	-19	6
N#C/C(=C\Nc1ccc(OC(F)(F)F)cc1)c1nc2ccccc2[nH]1	-47	0.1	7	2	2	-1	-30	14
Nc1ncc(Br)cn1	-24	-0.1	9	1	-4	1	-6	24
O=[N+]([O-])c1ccc(OCS(=O)(=O)c2ccc(F)cc2F)c(Cl)c1	24	-0.1	-4	-7	-5	7	16	6
COC(=O)c1c(C)noc1-c1ccno1	-22	-0.1	-1	1	-5	-2	1	19
COC(=O)c1cnc(NNC(=O)C(Cl)Cl)nc1C(F)(F)F	39	1.2	2	43	0	7	14	23
CS(=O)(=O)CS(=O)(=O)Nc1cccc(OC(F)(F)F)c1	-53	-0.3	.	0	-4	0	-5	26
O=[N+]([O-])c1c(Sc2ccccc2)sc(Sc2ccccc2)c1[N+](=O)[O-]	-21	-0.5	3	4	-4	2	-2	0
C/C(=N\O)c1ccc2c(c1)C(C)(C)CCC2(C)C	18	1.0	-1	0	-12	3	-1	-4
Cc1ccc(C)n1-c1ccc(C(=O)NNS(=O)(=O)c2cccc(C(F)(F)F)c2)cc1	3	-0.3	-4	12	-1	-3	-4	-6
Cc1cc(C)c(C#N)c(Sc2ccccn2)n1	6	-0.1	-10	-4	-2	3	-6	4
COc1cc(C(F)(F)F)cc(C(F)(F)F)c1C(=O)Nc1cc(C)on1	-11	0.1	3	-10	-5	4	4	18

# Full records from above:
# Record of `Cc1cc(CN2CCS(=O)(=O)CC2)no1` = Nox1 inhibitor = -6; NOTCH agonist = -0.3; TLR4 MyD88 blk = -8; Luminol counter = -5; rat GALR2 agon = -4; PME-1 Maybr inh = 5; S1P1 ag = -6; KOR antag MB = 12
# Record of `COc1cc(C(F)(F)F)cc(C(F)(F)F)c1C(=O)Nc1cc(C)on1` = Nox1 inhibitor = -11; NOTCH agonist = 0.1; TLR4 MyD88 blk = 3; Luminol counter = -10; rat GALR2 agon = -5; PME-1 Maybr inh = 4; S1P1 ag = 4; KOR antag MB = 18
